GAA glycogen = GAA glycogen-cleavage inhibition or activation; P10253; recombinant GAA, glycogen substrate, Amplex Red glucose oxidase fluorescence; Potency, µM (highest dose often 76.4 µM), without a hit: at the top dose activity change, negative = inhibition, most hits filed as inhibitors; actives 0.38% (n = 300,000); active means well fitted inhibition curve with a large enough effect; inconclusive means small, poorly fitted or top-dose-only effect, or another doubt; inactive means no such curve, though single readings can be large or run the other way;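 further: 0% = full enzyme reaction and -100% = no-enzyme basal signal; the screen sought inhibitors and activators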
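Natural-substrate format: glycogen cleavage by 4 nM human enzyme, glucose read by Amplex Red coupling (Ex 573, Em 610 nm). Normalized to enzyme and no-enzyme controls.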
The depositor's hits bear a star; ? = inconclusive; [ ] = remark or other dose. Potency means the concentration at half of the fitted maximal effect. Only part of the results is shown; count on the stated rates, not on these rows.

Start of the listing, in advance:
compound	GAA glycogen
CC(=O)c1ccc(N(CC(=O)NC2CCCC2)C(=O)CNC(=O)c2ccco2)cc1	-9.9%[76.3 µM]
Cc1ccc(C(=O)COC(=O)C2CCC2)cc1	-1.2%
O=C(CN1C(=O)S/C(=C\c2ccc(-c3cc(C(=O)O)ccc3Cl)o2)C1=O)Nc1ccc2c(c1)OCO2	-6.3%[76.3 µM]
CC(=O)Nc1ccc(S(=O)(=O)NC(CSc2ccc(C(=O)O)cc2[N+](=O)[O-])C(=O)O)cc1 (centres undefined)	-1.0%
COc1cccc(NC(=O)CN(C)S(=O)(=O)c2ccc3c(c2)n(C)c(=O)c(=O)n3C)c1	-2.9%[76.3 µM]
COc1ccccc1/C=C/C(=O)NCC(=O)N/N=C/c1ccc(C)o1	3.4%[76.3 µM]

The whole of this part, repeating the preview:
compound	GAA glycogen
CC(=O)c1ccc(N(CC(=O)NC2CCCC2)C(=O)CNC(=O)c2ccco2)cc1	-9.9%[76.3 µM]
Cc1ccc(C(=O)COC(=O)C2CCC2)cc1	-1.2%
O=C(CN1C(=O)S/C(=C\c2ccc(-c3cc(C(=O)O)ccc3Cl)o2)C1=O)Nc1ccc2c(c1)OCO2	-6.3%[76.3 µM]
CC(=O)Nc1ccc(S(=O)(=O)NC(CSc2ccc(C(=O)O)cc2[N+](=O)[O-])C(=O)O)cc1 (centres undefined)	-1.0%
COc1cccc(NC(=O)CN(C)S(=O)(=O)c2ccc3c(c2)n(C)c(=O)c(=O)n3C)c1	-2.9%[76.3 µM]
COc1ccccc1/C=C/C(=O)NCC(=O)N/N=C/c1ccc(C)o1	3.4%[76.3 µM]
O=C(NCCCN1CCOCC1)C(c1ccccc1)c1ccccc1	4.3%[76.3 µM]
CCOC(=O)C1=C(COC(=O)COc2ccc(C#N)cc2)NC(=O)NC1C (centres undefined)	-2.9%[76.3 µM]
C/C(=N\NS(=O)(=O)c1ccc([N+](=O)[O-])cc1)c1ccc2c(c1)OCO2	1.7%[76.3 µM]
Cc1ccc(N(CC(=O)NC(C)C)C(=O)CCC(=O)Nc2nccs2)c(C)c1	3.3%
CCc1ncc(C)[nH]1	19.6%[76.3 µM]
O=C(Nc1ccc([N+](=O)[O-])cn1)c1cccnc1	-7.9%[76.3 µM]
NC(=O)COc1ccccc1C(=O)NC12CC3CC(CC(C3)C1)C2	-3.6%
O=C1CCCN2N=C(SCC(=O)Nc3cccc(C(F)(F)F)c3)SC2=N1	-13.4%
CC1CCCN(CC(=O)Nc2cc(Cl)ccc2Oc2ccccc2)C1 (centres undefined)	-2.7%
COC(c1ccccc1)c1nnc(CCC(=O)N2CCN(C3CCCC3)CC2)o1 (centres undefined)	2.0%[76.3 µM]
COc1cc(C(=O)CSc2nccn2C)cc(OC)c1OC	-11.3%
CC(=O)N1c2ccc(S(=O)(=O)N(C)c3cc(C)ccc3C)cc2CC1C (centres undefined)	1.5%
CCn1ccc(C(=O)NCc2ccc3c(c2)OCO3)n1	-11.7%[76.3 µM]
Cc1oc(-c2ccccc2F)nc1CS(=O)CC(=O)NCc1ccc(Cl)cc1 (centres undefined)	-1.7%[76.3 µM]
CC(C)N(C(=O)Cn1cc(S(=O)(=O)CC(=O)NCc2ccc(F)cc2)c2ccccc21)C(C)C	-2.2%[76.3 µM]
COc1cc(CNCc2cc(OC)ccc2OC)cc(OC)c1	18.7%[76.3 µM]
Cc1ccc(NC2CCCN(C(=O)CCc3cn[nH]c3)C2)cc1C (centres undefined)	4.8%[76.3 µM]
O=C(O)c1ccccc1C(=O)NCCCCCCNC(=O)c1ccccc1C(=O)O	1.1%[76.3 µM]
NS(=O)(=O)c1ccc(-c2ccc(/C=C3\C(=O)Nc4ccccc43)o2)cc1	14.6%[76.3 µM]
O=[N+]([O-])c1ccc(-[n+]2nc(-c3ccccc3)nn2-c2ccccc2)cc1	-5.7%[76.3 µM]
COc1ccc(C(CC(=O)N2CCCC2)C(C)C)cc1 (centres undefined)	-10.4%
CCC1CCc2sc(C(=O)N3CCCN(C)CC3)cc2C1 (centres undefined)	-0.6%[76.3 µM]
CCC(=O)Nc1c(-c2ccc(C)cc2)c(=O)c2ccccc2n1C	13.6%
CSc1nnc2ccc(-c3ccc(C)cc3)nn12	0.7%[76.3 µM]
O=C(Cc1ccccc1)NNS(=O)(=O)c1ccccc1[N+](=O)[O-]	7.2%
N#Cc1c(NC(=O)/C=C/C(=O)O)sc2c1CCN(Cc1ccccc1)C2	?
COc1cccc(NC(=O)c2ccc(S(=O)(=O)NCc3cccnc3)cc2)c1	-1.0%
O=C1/C(=C/c2ccc3c(c2)OCO3)Oc2cc(OCC(=O)N3CC(O)C[C@H]3C(=O)O)ccc21 (some centres undefined)	-9.8%[76.3 µM]
NC(=O)[C@@H]1CCCN1C(=O)c1ccc2oc(CCc3ccccc3)nc2c1	3.0%[76.3 µM]
Cc1ccc(C(=O)N/C(=C\c2cn(S(=O)(=O)N(C)C)c3ccccc23)C(=O)NCCN2CCOCC2)cc1	14.9%[76.3 µM]
O=C(Nc1ccncc1)c1ccc(Cl)c(Cl)c1	4.0%[76.3 µM]
CCOC(=O)N1CCN(C(=O)c2cc3cc(C)ccc3[nH]2)CC1	-2.0%[76.3 µM]
COc1ccc2ccn(S(=O)(=O)c3ccccc3)c2c1	13.8%[76.3 µM]
Cc1ccc(C)c(NC(=O)CSc2n[nH]c(-c3ccccn3)n2)c1	3.2%
Cc1ccc(C(=O)N2CCN(c3ncccn3)CC2)cc1NC1=NC2CS(=O)(=O)CC2S1 (centres undefined)	-0.1%[76.3 µM]
COC(=O)c1sccc1NC(=O)Nc1ccc(OC)cc1OC	3.4%[76.3 µM]
COc1ccccc1C1CC(c2ccc(NS(C)(=O)=O)cc2)=NN1S(=O)(=O)c1ccccc1 (centres undefined)	-16.5%[76.3 µM]
Cc1cc(NC(=O)c2ccc([N+](=O)[O-])cc2)n(CCC#N)n1	11.2%
COc1ccc(S(=O)(=O)N2CCOC2CNC(=O)C(=O)NCCN2CCOCC2)cc1 (centres undefined)	-3.3%[76.3 µM]
COC(=O)c1ccc(Nc2ccc3nonc3c2[N+](=O)[O-])cc1	10.0%[76.3 µM]
CC1(C)CC(=O)C=C(Nc2ccc(Cl)c(Br)c2)C1	3.8%[76.3 µM]
O=[N+]([O-])c1ccccc1/C=C/CN1CCSCC1	-1.1%[76.3 µM]
CCC(=O)Oc1cccc(C(=O)Nc2cccc(NC(=O)c3ccco3)c2)c1	2.1%
CSc1ncccc1C(=O)Nc1cc(C)ccn1	-4.9%[76.3 µM]
COc1cc(CNCCCN2CCOCC2)c(Br)cc1OC(C)C	-9.4%[76.3 µM]
COc1cc(NC(=O)CCc2nnc3ccc(N4CCN(c5cccc(OC)c5)CC4)nn23)cc(OC)c1	2.9%[76.3 µM]
O=C(CCCN1C(=O)C(c2ccccc2)Oc2cccnc21)NCCc1ccc(Cl)cc1 (centres undefined)	-1.9%[76.3 µM]
CN(Cc1ccccn1)C(=O)C1CCC(=O)N(Cc2cccc(C(F)(F)F)c2)C1 (centres undefined)	11.1%[76.3 µM]
CN(C)C1(CNC(=O)C2CCC(=O)N(CCc3ccc(Cl)cc3)C2)CCCCC1 (centres undefined)	-5.2%[76.3 µM]
CC(C)c1ccc(C2/C(=C(/O)c3ccc(F)cc3)C(=O)C(=O)N2CCCN2CCOCC2)cc1 (centres undefined)	7.1%[76.3 µM]
Cc1nc(NCCc2ccc(O)cc2)c2nnn(Cc3ccccc3)c2n1	-17.4%[76.3 µM]
O=C(COc1cc2oc(=O)c3c(c2cc1Cl)CCC3)NCCCN1CCOCC1	-3.6%[76.3 µM]
COc1cc(NS(=O)(=O)c2ccc3c(c2)NC(=O)CO3)cc(OC)c1	2.6%[76.3 µM]
CS(=O)(=O)N(Cc1ccccc1)c1ccc(C(=O)Nc2ccc(C(N)=O)cc2)cc1	-6.4%[76.3 µM]

Remaining list, next part:
compound | GAA glycogen
CCN(Cc1ccccc1)C(=O)C1CCN(C(=O)Nc2ccccc2)CC1 | -4.4%[76.3 µM]
COc1ccc(NC(=O)CSc2nnc(-c3cccnc3)s2)cc1 | 1.8%[76.3 µM]
O=C(Nc1ccc(Cc2nc3ccccc3s2)cc1)c1ccncc1 | 1.7%
O=C1CN(C(=O)c2ccccc2Cl)c2ccccc2N1 | -16.0%[76.3 µM]
COc1ccccc1/C=C1\SC(=S)N(CCC(=O)NCCCn2ccnc2)C1=O | -10.1%[76.3 µM]
CCc1ccc(NC2=CC(=O)CC(C)(C)C2)cc1 | 2.9%
COc1ccccc1CNC(=O)C1CCCN(S(=O)(=O)c2cccs2)C1 (centres undefined) | 1.5%
Cc1nc(-c2ccc([N+](=O)[O-])cc2)c(-c2ccccc2)o1 | -2.6%
Cc1cccc(CN2CCC(C(=O)Nc3ccc(Oc4cccnc4)cc3)CC2)c1 | 1.3%[76.3 µM]
Cc1ccc2ncnc(-c3ccccc3)c2c1 | -2.9%
CCCc1ccc(-c2cc(C(=O)N3CCN(c4ccccn4)CC3)c3ccccc3n2)cc1 | -18.4%[76.3 µM]
CSc1nc(C(=O)N2CCCC(N3CCN(c4ccccc4C)CC3)C2)cs1 (centres undefined) | -3.7%[76.3 µM]
Cc1c(C(=O)N2CCOCC2)sc(NC(=O)CCl)c1C#N | -9.0%
O=C1CCc2ccccc2N1Cc1ccccc1 | 5.0%
COc1ccc(NC(=O)C2CC(c3c(F)cccc3Cl)=NO2)cc1OC (centres undefined) | 5.5%[76.3 µM]
C[C@H]1CN=C(Nc2ccccc2)N1CCCC1CCCC1 | -14.1%[76.3 µM]
CCCc1n[nH]c(=O)c2c1nnn2Cc1ccccc1F | 4.8%
COc1ccccc1C(CNc1ccc(S(=O)(=O)N2CCCC2)cc1[N+](=O)[O-])N(C)C (centres undefined) | -0.6%[76.3 µM]
CCOc1ccc(S(=O)(=O)N2CCC(C(=O)N3CCCCCC3)CC2)cc1C | -3.4%[76.3 µM]
O=C(Cc1c(Cl)cccc1Cl)Nc1ccncc1 | -5.2%[76.3 µM]

In the list so far, these have a CF3 group:
compound | GAA glycogen
O=C1CCCN2N=C(SCC(=O)Nc3cccc(C(F)(F)F)c3)SC2=N1 | -13.4%
CN(Cc1ccccn1)C(=O)C1CCC(=O)N(Cc2cccc(C(F)(F)F)c2)C1 (centres undefined) | 11.1%[76.3 µM]

(cont.)
compound | GAA glycogen
CCC(Oc1ccccc1OC)C(=O)Nc1ccc2c(c1)OCO2 (centres undefined) | 1.8%
CC(C)(C)OC(=O)n1cc(C(=O)c2ccccc2O)cn1 | -12.9%
O=C(CC1C(=O)NCCN1Cc1cccc(F)c1F)NC1CCCCCC1 (centres undefined) | -6.6%[76.3 µM]
Cc1ccc2nc(C)cc(SCC(=O)N/N=C/c3ccco3)c2c1 | 4.6%[76.3 µM]
Clc1ccccc1Nc1nc(-c2ccncc2)nc2ccccc12 | 1.1%
Cc1nnc(SCCC(=O)Nc2ccccc2Cl)o1 | -1.9%[76.3 µM]
CN(c1ccccc1)S(=O)(=O)c1ccc2c(c1)oc(=O)n2C | -3.5%[76.3 µM]
Cc1ccc(C(=O)O)cc1NCc1ccncc1 | 27.4%[76.3 µM]
CCOc1ccc(CCNC(=O)c2cc(=O)[nH]c3ccc(S(=O)(=O)N(CC)CC)cc23)cc1OCC | -1.0%[76.3 µM]
NS(=O)(=O)c1ccc(N/N=C/c2ccncc2)cc1 | 2.1%
Cn1cc(CCC(=O)NCc2cccc(Cl)c2)c2ccccc21 | 3.9%
CC(C)(C)c1ccc(C(=O)NCc2nnc(SCC(=O)NCc3ccco3)o2)cc1 | -7.3%[76.3 µM]
CC1(C)CC(=O)C=C(Nc2ccc(Cl)cc2)C1 | 3.7%
CCC(C)[C@H](NC(=O)C1(c2ccccc2)CCN(C(=O)OC(C)(C)C)CC1)C(=O)N[C@@H](C(=O)O)c1ccccc1 (some centres undefined) | -0.5%[76.3 µM]
Cc1nc(-c2ccc(NC(=O)C3CC3)cc2)cs1 | -1.4%[76.3 µM]
Cc1ccc2c(c1)N(C(=O)CCC(=O)N1CCC(C(N)=O)CC1)CC(C)O2 (centres undefined) | 17.5%[76.3 µM]
c1ccc2[nH]c(CCCCc3nc4ccccc4[nH]3)nc2c1 | 3.2%
CCOC(=O)CCNC(=O)N1CCCC(N(C)CCc2ccc(OC)c(OC)c2)C1 (centres undefined) | -10.3%[76.3 µM]
COC(=O)c1c(NC(=O)CCN2CCOCC2)sc2c1CCCC2 | 18.4%[76.3 µM]
Cn1ccsc1=NC(=O)c1ccccc1OC(F)F | -4.4%[76.3 µM]
CC(C)C(NS(=O)(=O)c1ccccc1F)C(=O)N1CCc2ccccc2C1 (centres undefined) | 1.6%
O=C(NC(=S)NC(CO)Cc1ccccc1)c1ccc(F)cc1 (centres undefined) | -11.1%[76.3 µM]
Cc1ccc(NC(=O)CN(C)C(=O)c2ccc(Cl)nc2)cc1 | 0.0%
Cc1c(C)c2ccc(OCC(=O)N3CCC(C(=O)O)CC3)c(C)c2oc1=O | 8.0%[76.3 µM]
COc1ccc(CN2CC(=O)N(c3cc(Cl)ccc3C)C2=S)cc1OC | -11.0%
CCOc1cc(/C=N/Nc2ncc(C)c(=O)[nH]2)ccc1O | -5.8%
COc1ccc(S(=O)(=O)N2CCC(n3cnc4ccccc43)CC2)cc1 | 2.8%[76.3 µM]
O=C(c1ccc(Br)cc1)N1CCC2(CC1)NCCc1[nH]cnc12 | -3.9%[76.3 µM]
O=C(NCCc1ccccc1)C1CCC(=O)N(Cc2ccc(Cl)cc2)C1 (centres undefined) | 1.3%[76.3 µM]
O=C(NCC1CCCO1)c1cnc(Cl)c(Cl)c1 (centres undefined) | -1.3%
S=C(NCc1ccccc1)Nc1nccs1 | 15.6%[76.3 µM]
CCn1c(CC(=O)Nc2ccc(F)cc2)nnc1SCC(=O)NC1=NCCS1 | 1.6%
CCOc1ccc(C(=O)NCC(=O)NC(C)CCc2ccccc2)cc1OCC (centres undefined) | 2.0%[76.3 µM]
COCC(=O)N/N=C\c1ccc(OC/C=C/c2ccccc2)c(OC)c1 | -6.1%[76.3 µM]
